CHOP inhibitor: inhibitors of CHOP promoter induction, primary screen, cell-based, unfolded protein response, luciferase reporter. CHO-K1 CHOP-promoter luciferase, tunicamycin-induced, 15-18 h. inhibition, % at 10 µM. actives 3.8% (n = 220,000);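 active = compounds that reduced the stress-induced luciferase reporter signal by more than about 70% of percent inhibition, limit read from the data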;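 also: 0% = tunicamycin plus vehicle and 100% = wells without tunicamycin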
NPY-Y1 PAM-ag: NPY-Y1 receptor potentiators or agonists, primary screen, cell-based; Neuropeptide Y receptor type 1 (Homo sapiens), P25929; NPY-Y1 expressing cells, potentiator/agonist activation; activation, % at 3.6 µM; actives 0.37% (n = 220,000); in the data active = activation above about 33%, passing the limit was not always enough;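 also: cells stimulated with NPY at EC10 then isoproterenol at EC100; 0% = low agonist plus stimulus and 100% = saturating agonist plus stimulus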
Target sequence (P25929 whole entry, looked up): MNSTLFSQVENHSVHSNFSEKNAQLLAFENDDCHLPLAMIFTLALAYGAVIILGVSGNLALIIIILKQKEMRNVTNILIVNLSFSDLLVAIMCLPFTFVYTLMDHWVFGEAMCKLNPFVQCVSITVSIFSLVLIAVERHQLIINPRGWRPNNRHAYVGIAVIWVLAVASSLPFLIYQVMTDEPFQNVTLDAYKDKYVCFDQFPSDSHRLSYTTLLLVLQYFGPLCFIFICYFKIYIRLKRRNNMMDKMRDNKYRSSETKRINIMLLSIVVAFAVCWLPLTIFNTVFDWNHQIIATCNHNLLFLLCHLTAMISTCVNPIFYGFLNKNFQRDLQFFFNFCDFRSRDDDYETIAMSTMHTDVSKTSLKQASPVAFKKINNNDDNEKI
NPY-Y1 antag: NPY-Y1 receptor antagonists, primary screen, cell-based; AID 1040, 2008; inhibition, % at 3.6 µM; Neuropeptide Y receptor type 1 (Homo sapiens), P25929; actives 1% (n = 200,000); HEK293-CNG Y1 cells, membrane potential fluorescence; NPY at EC95, then isoproterenol;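 active = inhibition above the campaign mean inhibition of all tested compounds plus 3 SD, cut at about 20% in these data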;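 also: 0% = DMSO wells given NPY plus isoproterenol and 100% = isoproterenol alone without NPY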
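Material: HEK293 Y1/CNG channel cell line | Also added: NPY (25 nM), isoproterenol (1 µM), Ro 20-1724 (25 µM) | Compound: One concentration, 3.6 µM, in 0.4% DMSO | Schedule: 3 h dye uptake, 1 h room-temperature compound, 45 min post-isoproterenol | Signal: Membrane-potential fluorescent dye readout | Read-out: % inhibition of NPY effect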
EP2 mod: EP2 receptor modulators, cAMP readout, primary screen, cell-based, HTRF cAMP, PGE2 stimulation; Prostaglandin E2 receptor EP2 subtype (Homo sapiens), P43116; induction, % at 25 µM; actives 0.83% (n = 260,000); EP2-expressing cells, cAMP HTRF FRET, PGE2 co-stimulation;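 active = compounds whose cAMP rise, as percent of the full-agonist control response, exceeds 60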;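 also: rat C6 glioma line stably carrying human EP2 under a CMV promoter; the protocol text gives 20 µM as final concentration; 100% = response of wells given 1 µM PGE2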
Target sequence (P43116 whole entry, looked up): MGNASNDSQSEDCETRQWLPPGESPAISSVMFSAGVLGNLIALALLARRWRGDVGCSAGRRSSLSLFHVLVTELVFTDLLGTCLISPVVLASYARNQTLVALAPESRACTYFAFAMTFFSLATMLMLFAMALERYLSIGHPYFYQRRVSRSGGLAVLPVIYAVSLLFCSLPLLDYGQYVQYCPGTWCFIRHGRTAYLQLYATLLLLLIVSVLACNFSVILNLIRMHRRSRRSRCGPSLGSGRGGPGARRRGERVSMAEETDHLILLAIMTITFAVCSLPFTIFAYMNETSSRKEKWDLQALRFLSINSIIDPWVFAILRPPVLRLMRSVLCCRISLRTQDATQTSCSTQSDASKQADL
NPY2 pot ag: NPY-Y2 potentiators or agonists, primary screen, cell-based. cells expressing NPY-Y2, potentiator/agonist read-out. actives 0.45% (n = 220,000). activation, % at 3.6 µM; in the data active = activation above about 27%;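 also: cells stimulated with NPY near EC25 plus isoproterenol at EC100; 0% = vehicle plus submaximal agonist and 100% = vehicle plus saturating agonist; some results beyond the cut were filed as inactive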
S1P4 antag: S1P4 receptor antagonists, primary screen, cell-based; inhibition, % at 4.98 µM; actives 0.26% (n = 220,000); Sphingosine 1-phosphate receptor 4 (Homo sapiens), O95977; S1P4-expressing cells, antagonist mode, reporter read-out; AID 1510, 2009; in the data active = inhibition above about 29%;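 also: 0% = wells stimulated with agonist and 100% = vehicle wells without agonist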
TRPML3 ag: human TRPML3 channel agonists, primary screen, cell-based, HEK293 TRPML3-YFP, Fluo-8 calcium fluorescence, 3 µM; Mucolipin-3 (Homo sapiens), Q8TDD5; AID 1448, 2008; 100% = the carbachol control signal; actives 0.29% (n = 220,000); activation, % at 3 µM;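 active = activation above its plate's cutoff, the mean activation of the plate's test wells plus 3 SD, cut at about 12% in these data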;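 also: 0% = DMSO only wells and 100% = carbachol wells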
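Material: TRPML3-YFP stable HEK293 cells | Dosing: One concentration, 3 µM nominal, 0.3% DMSO | Timing: 125 s total fluorescence read per well | Technique: Fluo-8 calcium dye fluorescence, ex 470-495, em 515-575 nm | Measure: Percent activation from peak-to-basal fluorescence ratio, scaled between DMSO and carbachol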
S1P4 agonist: S1P4 receptor agonists, primary screen, cell-based | Sphingosine 1-phosphate receptor 4 (Homo sapiens), O95977 | S1P4-expressing cell line, agonist reporter assay | activation, % at 4.98 µM | actives 0.35% (n = 220,000); in the data active = activation above about 11%;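 also: 0% = DMSO vehicle and 100% = reference agonist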
TRPN1 ag: zebrafish TRPN1 channel agonists, primary screen, cell-based, HEK293, calcium fluorescence | activation, % at 3 µM | actives 0.18% (n = 220,000) | HEK293 zebrafish TRPN1-YFP, Fluo-8 calcium fluorescence; 100% = response to 87 µM carbachol | AID 1424, 2008;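 active = activation above its plate's cutoff, the mean activation of test wells on that plate plus 3 SD, cut at about 19% in these data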;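 also: 0% = DMSO alone and 100% = 87 µM carbachol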
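Material – zebrafish TRPN1-YFP in HEK293 cells · Doses – 3 µM single point · Schedule – dye 1 h 37 °C plus 30 min RT · Signal – Fluo-8 calcium fluorescence, excitation 470-495 nm, emission 515-575 nm · Read-out – % activation versus carbachol response · Control set – carbachol high, DMSO low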
Numbers without * were called inactive; nt = no result given. Rows are unselected. About 6.5% of those tested had a hit in this group.

SMILES	CHOP inhibitor	NPY-Y1 PAM-ag	NPY-Y1 antag	EP2 mod	NPY2 pot ag	S1P4 antag	TRPML3 ag	S1P4 agonist	TRPN1 ag
O=C(COc1ccccc1C(=O)Nc1ccccc1)NCCc1ccccc1	26	5	-1	-39	6	-22	1.0	2.2	-0.5
C=CCn1c(SCC(=O)c2[nH]c(C)c(C(=O)OCC)c2C)nc2scc(-c3ccc(OC)cc3)c2c1=O	65	-6	1	9	-2	-11	0.6	1.4	-1.4
Cc1ccc(N(Cc2ccc(C(=O)Nc3c(C)n(C)n(-c4ccccc4)c3=O)cc2)S(C)(=O)=O)cc1C	-2	-5	4	-11	1	-7	1.0	1.6	0.0
Cc1c(-n2c(-c3ccccc3Cl)n[nH]c2=S)c(=O)n(-c2ccccc2)n1C	1	-2	2	12	-4	-9	0.7	1.1	1.0
COc1ccc(C(=O)C2CCCN(Cc3cn(C)nc3-c3ccccc3)C2)cc1F (stereo not given)	8	-3	4	-87	-4	-6	0.5	0.8	-0.2
COc1ccc(-c2nn(C)c(=O)c3ccccc23)cc1CNC(=O)c1ccco1	-16	0	7	8	14	-23	-0.3	3.2	0.2
COc1ccc(CCNC(=O)CCC(=O)Nc2ccc3nc(N4CCN(C)CC4)cc(C)c3c2)cc1OC	-9	19	-2	6	9	-9	1.5	-0.4	0.9
COc1ccc(NC(=O)COC(=O)c2ccc(Cl)c(S(N)(=O)=O)c2)c([N+](=O)[O-])c1	25	23	nt	-23	-18	-17	0.0	-0.2	-0.9
COc1ccc(C(=O)OCC[N+]2(C)CCOCC2)cc1	7	-21	-1	-17	-3	1	0.2	-0.2	1.4
COc1ccc(N2C(=O)NC3CC2(C)Oc2ccc(Cl)cc23)cc1OC (stereo not given)	7	18	0	-7	18	-6	1.3	0.8	1.8
Cc1nnc(SCC(=O)Nc2nccs2)n(N)c1=O	2	-1	10	9	-10	-6	0.4	2.9	-1.2
CCOC(=O)c1cccc(NC(=O)CCOc2ccccc2)c1	17	1	-1	-25	-11	-14	0.1	1.2	0.9
CC1=C(C(=O)OCC(C)C)C(c2ccccc2Cl)NC(=O)N1C (stereo not given)	44	16	2	27	11	-7	-1.1	0.5	-2.2
CCOC(=O)c1c(-c2ccc(OC)cc2)nc2nonc2c1N	20	-2	-2	21	10	-3	-0.2	1.9	-1.0
CCOC(=O)N1CCN(Cc2nc3c(c(=O)[nH]c(=O)n3C)n2Cc2ccccc2C)CC1	3	7	-6	19	-2	13	0.8	-1.5	0.8
COc1ccc(OC)c(NC(=O)c2cc3c(=O)n4ccccc4nc3n2C)c1	-23	13	11	-4	-25	2	1.1	0.5	1.6
CC(=O)OCCSc1c(-c2ccccc2)c2cc(Cl)ccc2[nH]c1=O	49	5	0	35	4	-25	-0.8	2.7	-0.2
COc1ccc(C(=O)NC(=S)NCc2ccco2)cc1OC	13	-16	4	-5	-13	-15	0.0	0.1	1.3
Cc1cc(C)cc(OCC(=O)O/N=C(\N)Cc2ccc([N+](=O)[O-])cc2)c1	14	-11	nt	-25	-20	-6	-0.4	0.5	-1.7
Cc1c(Cl)ccc2c1NC(=O)[C@]21N[C@@H](Cc2ccccc2)[C@H]2C(=O)N(c3ccc(F)cc3)C(=O)[C@H]21	62	0	-6	-22	23	-10	7.7	-1.3	6.3
O=C(NCCCN1CCCCCC1)C1CC(=O)N(C2CCCC2)C1 (stereo not given)	18	-8	-2	-3	4	-14	0.1	0.0	1.0
Nc1cc(C(=O)O)ccc1Nc1ccccc1	-10	-7	0	-28	4	-38	0.1	-0.1	-1.3
O=c1/c(=C/c2ccco2)sc2n1CN(c1ccccc1)CN=2	44	-14	3	-28	11	-4	0.5	-0.5	-0.7
COCCCNC(=O)CN(CCc1ccccc1)S(=O)(=O)c1ccc(C)cc1	13	-2	0	15	16	1	-0.4	0.3	-1.9
Cc1ccc(C)c(N2CCN(C(=O)CCc3nc4ccccc4[nH]3)CC2)c1	13	-27	4	21	-16	13	-1.2	1.4	-3.8
CC(=O)c1cc(C#N)c(N2CCCC2)nc1C	20	11	-3	14	9	2	1.2	0.1	1.2
Cc1nnc(SCC2=C(C(=O)O)N3C(=O)C(NC(=O)Cn4ncc(Cl)c4C)C3SC2)s1 (stereo not given)	8	-16	2	26	0	-5	0.9	-1.0	-0.2
CCC1(c2ccc(F)cc2)NC(=O)N(CC(=O)Nc2ccc(S(N)(=O)=O)cc2)C1=O (stereo not given)	15	9	4	13	5	-31	0.1	2.8	2.0
O=S(=O)(NCC1CCCO1)c1ccc(-c2ccc(S(=O)(=O)NCC3CCCO3)cc2)cc1 (stereo not given)	52	-33	-1	-55	1	-13	5.2	-0.3	8.1
COc1ccc(/C(C)=N/NC(=S)NCc2ccco2)cc1	5	-7	1	-3	-1	9	-0.4	1.3	-1.7
O=C(/C=C/c1cccc([N+](=O)[O-])c1)NCCN1C(=O)S/C(=C\c2cccnc2)C1=O	-20	-1	3	-76	-2	-9	1.6	-1.4	2.5
Cc1cc(C)n(CCC(=O)N/N=C/c2ccc(O)cc2)n1	4	2	-3	0	3	-2	0.2	1.6	0.6
CC1CCCC(C)N1CC(O)COc1ccc(Cl)cc1 (stereo not given)	20	-10	5	-3	-4	0	0.0	2.2	-0.8
O=C(C[n+]1cc(-c2ccccc2)n2c1CCCCC2)c1ccc(Cl)cc1	1	-56	37*	3	-12	-20	-0.1	-0.6	-0.3
Clc1ccc(OCCn2ccnc2)c(Br)c1	12	-10	10	-13	-1	-9	0.2	-2.3	-1.5
CC(C)Cc1nc2n[nH]c(N)c2c2c1CCC2	15	-19	2	18	-1	-4	-0.2	0.3	-0.4
O=C(COc1nnc2ccccn12)N1CCN(S(=O)(=O)c2ccccc2)CC1	nt	4	-7	nt	20	-3	0.9	1.8	-0.4
COc1ccc(CCNC(=O)CSc2nc3c(c(=O)n(C)c(=O)n3C)n2C(C)C)cc1OC	-8	-2	-5	16	8	-1	0.9	1.4	0.2
O=C(Nc1ccccc1)NC1CCCCC1	-18	-18	3	-11	-6	-2	1.1	-0.3	-1.2
O=C(Cn1cnc2scc(-c3ccccc3)c2c1=O)NCc1ccco1	17	15	0	22	-8	-23	0.0	1.0	-0.5

Arranged by molar mass (high to low): some entries from above.
SMILES	CHOP inhibitor	NPY-Y1 PAM-ag	NPY-Y1 antag	EP2 mod	NPY2 pot ag	S1P4 antag	TRPML3 ag	S1P4 agonist	TRPN1 ag
COc1ccc(CCNC(=O)CSc2nc3c(c(=O)n(C)c(=O)n3C)n2C(C)C)cc1OC	-8	-2	-5	16	8	-1	0.9	1.4	0.2
O=C(C[n+]1cc(-c2ccccc2)n2c1CCCCC2)c1ccc(Cl)cc1	1	-56	37*	3	-12	-20	-0.1	-0.6	-0.3
Clc1ccc(OCCn2ccnc2)c(Br)c1	12	-10	10	-13	-1	-9	0.2	-2.3	-1.5
CC1CCCC(C)N1CC(O)COc1ccc(Cl)cc1 (stereo not given)	20	-10	5	-3	-4	0	0.0	2.2	-0.8
Cc1cc(C)n(CCC(=O)N/N=C/c2ccc(O)cc2)n1	4	2	-3	0	3	-2	0.2	1.6	0.6

(further entries)
SMILES	CHOP inhibitor	NPY-Y1 PAM-ag	NPY-Y1 antag	EP2 mod	NPY2 pot ag	S1P4 antag	TRPML3 ag	S1P4 agonist	TRPN1 ag
CC(C)CCN1CCN(Cc2ccc3nsnc3c2)CC1CCO (stereo not given)	13	-13	-5	17	-5	-7	1.0	1.1	-0.7
CC(C)(C)c1ccc(S(=O)(=O)NCC(=O)Nc2ccc(-c3nc4ccccc4s3)cc2)cc1	96*	13	-4	22	-9	-7	0.5	-0.9	0.1
COc1ccc2c(c1)S(=O)(=O)c1ccccc1N2	9	-3	nt	-20	-42	11	0.5	0.3	-0.4
COc1ccc(C2COC(=O)C2=N)c(NC(=O)c2ccc(Cl)cc2)c1 (stereo not given)	9	-12	-2	-18	-3	-23	-0.3	0.7	0.2

Molecules above with a thiophene ring, fused or not (two):
SMILES	CHOP inhibitor	NPY-Y1 PAM-ag	NPY-Y1 antag	EP2 mod	NPY2 pot ag	S1P4 antag	TRPML3 ag	S1P4 agonist	TRPN1 ag
C=CCn1c(SCC(=O)c2[nH]c(C)c(C(=O)OCC)c2C)nc2scc(-c3ccc(OC)cc3)c2c1=O	65	-6	1	9	-2	-11	0.6	1.4	-1.4
O=C(Cn1cnc2scc(-c3ccccc3)c2c1=O)NCc1ccco1	17	15	0	22	-8	-23	0.0	1.0	-0.5

Assay outcomes: PubChem BioAssay, several laboratories
